# Screening results (PubChem)
# Rad51 HR inh: Rad51 (human) homologous recombination inhibition | Q06609 | hRad51 DNA strand exchange, fluorescence dequenching | 200,000 tested, 0.085% active | inhibition, % at 10 µM | AID 1385;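 active = inhibition above 40% at the single screening dose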;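 also: 0% = DMSO control wells and 100% = blanks with heterologous ssDNA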
#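 System: human Rad51 nucleoprotein filaments preassembled on unlabelled ssDNA. Reagent: labelled 47-mer dsDNA for strand exchange. Schedule: 30-min compound preincubation and 15-min exchange, both room temperature. Measured by: FRET fluorescence dequenching, excitation 485 nm, emission 520 nm. Read-out: Fluorescence-based percent inhibition, control- and blank-normalised. Benchmarks: plate controls and plate blanks.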
# MDM2 E3 inh: inhibitors of human Mdm2 E3 ubiquitin ligase | Q00987 | cell-based MDM2 ubiquitination luciferase reporter, 2 h; 0 = plate control, 100 = twice control, blank-subtracted | signal enhancement, % at 5 µM | 210,000 tested, 0.11% active | AID 1230;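 active = signal enhancement of 30% or more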;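 also: luminescence tracks abundance of the self-degrading MDM2-luciferase fusion protein; higher signal means inhibition of MDM2 E3 ligase activity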
#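 Assay system: mammalian cells stably expressing self-ubiquitinating, self-degrading MDM2 E3–luciferase fusion. Quantity: 2000 cells in each well. Medium: DMEM culture medium. Compound dosing: single-point 5 µM. Timing: cell settling 4 h, compound treatment 2 h, both 37 °C. Technique: luciferase luminescence. Read-out basis: percent signal gain over controls, blank-subtracted. Benchmarks: plate controls and plate blanks.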
# KCC2 mod: KCC2 (human) Cl- transport modulation; AID 1456; Q9H2X9; B-score of Tl+ flux slope (higher = more flux/activation; lower = inhibition) at 10 µM; 190,000 tested, 2.2% active; KCC2 cells, thallium flux FluoZin-2 fluorescence;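 active = thallium flux slope and its plate-corrected score both differing from the plate sample mean at a set confidence after two filtering rounds, in either direction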;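 also: slope of fluorescence scaled to starting intensity during 10 to 20 s after thallium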
# EBV gp42 inh: EBV gp42 inhibition. Fluorescence polarization binding assay, mP read-out. inhibition, % (tested at 21.74 µM). 220,000 tested, 0.42% active; in the data active = inhibition above about 50%
# zVAD death inh: L929 zVAD cell death inhibition | L929 zVAD necroptosis rescue, ATP luminescence, 24 h; with zVAD 60 µM | viability rescue, % at 10 µM | 220,000 tested, 0.38% active | AID 1377;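 active = activation, scaled between plate controls, above about 75%, limit read from the data; inactive = activation under that limit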;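 also: 0% = zVAD with DMSO and 100% = DMSO alone without zVAD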
# m-calpain inh: calpain II (pig) inhibition | purified calpain II, fluorogenic peptide substrate, 30 min | inhibition, % at 16 µM | AID 1236 | 220,000 tested, 0.37% active;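 active = inhibition above about 50%, limit read from the data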
# TNF death inh: inhibitors of TNF-alpha induced necroptosis in Jurkat FADD-/- cells; activation (protection from cell death), % at 10 µM; AID 463075; Jurkat FADD-/- TNF necroptosis rescue, ATP luminescence, 24 h; 0 = TNF only, 100 = no-TNF cells; 220,000 tested, 0.068% active;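 active = activation, meaning protection from cell death, of at least 50% relative to plate controls; inactive = activation below 50%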;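 also: necroptosis triggered by 40 ng/mL TNF-alpha added together with compound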
# PERK inhibitor: human PERK inhibition, primary cell-based screen. 220,000 tested, 0.17% active. CHO PERK-DD fusion, SEAP luminescence translation reporter. inhibition, % at 5.6 µM;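 active = inhibition above the mean inhibition of all tested compounds plus 3 SD, set separately per screening campaign, cut at about 2.9% in these data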;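 also: PERK kinase domain activated by AP20187 dimerizer at 100 nM; 0% = DMSO with dimerizer and 100% = rapamycin at 8.4 µM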
# eIF4E-4G inh: eIF4E/eIF4G interaction inhibition in translation initiation. P63073+Q04637. TR-FRET eIF4E-eIF4GI(517-606) binding, 2 h. inhibition, % at 21.7 µM. 220,000 tested, 0.37% active. AID 782;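 active = inhibition above about 30%, limit read from the data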;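 also: 0% = full FRET control wells and 100% = background wells lacking eIF4GI fragment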
# * hit, by the source's call; i = inactive; . = not tested or not shown; [ ] = another dose, or the depositor's remark.
no.	structure	Rad51 HR inh	MDM2 E3 inh	KCC2 mod	EBV gp42 inh	zVAD death inh	m-calpain inh	TNF death inh	PERK inhibitor	eIF4E-4G inh
1	COC(=O)c1ccc(NC(=O)CNC(=O)C2CCCCC2)c(C)c1	-10	-10	.	-2	0.1	4	-0.1	0.3	-1
2	CCc1cc2c(NC(Cc3c[nH]c4ccccc34)C(=O)O)nc(C)nc2s1 (centres undefined)	.	-6	1.1	-3	2.6	-23	1.8	1.3	6[fluorescence artefact?]
3	Fc1cccc(F)c1-n1c(CN2CCCCC2)csc1=S	2	-14	-1.7	9	1.2	12	-2.6	-0.7	-3
4	CCOC(=O)c1ccc(NS(=O)(=O)c2cnc[nH]2)cc1	1	-13	0.0092	-11	1.8	2	1.5	0.8	5
5	CC1(C)CC(=O)C(CC(=O)N2CCC(Cc3ccccc3)CC2)C(=O)C1	-2	10	-0.41	6	1.8	-19	0.8	0.9	-1
6	Cc1ccsc1C(=O)C1CCCN(Cc2cc(F)ccc2-n2cccn2)C1 (centres undefined)	-5	-17	.	-12	-0.3	9	-0.2	0.4	1
7	COc1cc(OC)c(C2C(C(=O)Nc3ccc(C)cc3C)=C(C)Nc3ncnn32)cc1OC (centres undefined)	-1	0	.	-2	0.4	-4	0.8	0.6	-3[fluorescence artefact?]
8	O=C(NC1CC1)c1ccc(-c2ccccc2)cc1	0	-10	0.1	-1	2.2	3	-1.2	0.5	-1
9	Cc1ccccc1NC(=O)CSc1nc2ccccc2o1	-1	-31	0.21	-12	0.2	14	0.9	0.7	-12
10	COC(=O)c1ccccc1NS(=O)(=O)c1ccc(Cl)nc1	1	-1	0.41	6	0.2	-19	-0.4	-0.2	4
11	N#C/C(=C\c1ccc(-c2ccccc2Cl)o1)C(=O)Nc1nc2ccccc2s1	-2	-5	6.8*	34	0.3	-95	0.2	-1.1	10
12	O=C(CN1C(=O)S/C(=C\c2ccc(O)cc2)C1=O)c1ccccc1	.	-1	0.036	-2	15	-4	-3.5	1.2	1
13	O=C(CNC(=O)c1ccc(Br)cc1)NCCc1nc2ccccc2[nH]1	-2	-32	.	-12	1.0	19	-1.0	0.6	-8[fluorescence artefact?]
14	c1ccc(CCNc2ncnc3ccccc23)cc1	-5	-31	0.75	3	0.4	26	-7.1	-1.8	4
15	O=C(O)CC1(CC(=O)Nc2ccccc2C(=O)c2ccccc2)CCCC1	.	-19	0.15	-3	-0.4	10	-1.0	0.8	-1
16	CCOc1ccc(CCNc2nc3c(c(=O)n(C)c(=O)n3C)n2CC)cc1OCC	.	-19	-0.83	-12	-0.1	-11	-2.5	-1.1	4
17	CC(=O)OCCSc1c(-c2ccccc2)c2cc(Cl)ccc2[nH]c1=O	4	-2	-1.1	8	1.2	12	-0.9	-0.1	3[fluorescence artefact?]
18	Cc1ccc(Sc2nc3ccc(C)cn3c(=O)c2/C=N/O)cc1	-5	-13	1.7	3	8.7	26	-0.9	-0.6	0
19	Cc1ccc(NC(=S)N(C)C)cc1C	-3	-4	-0.43	-6	0.6	-3	3.6	1.6	-1
20	CC(CC(=O)Nc1cccnc1)c1ccccc1 (centres undefined)	-5	-11	0.63	-6	2.0	6	0.1	1.9	3
21	O=C(NC1CCCCCCC1)c1cc(-c2ccccn2)nc2ccccc12	-4	-2	0.044	-4	3.4	3	0.9	-0.2	-1
22	O=C(NCc1ccncc1)c1c(F)c(F)c(F)c(F)c1F	0	-5	-0.25	-14	-0.2	-6	-2.5	0.1	-1
23	CCCN(CCC)CCCNC(=O)CC(C(=O)N1CCc2ccccc21)n1ccnc1 (centres undefined)	7	0	0.26	-7	0.4	-9	0.5	1.6	1
24	COc1ccc(C2CC(C(F)(F)F)n3nc(C(=O)NCc4c(C)nn(C)c4C)c(Cl)c3N2)cc1 (centres undefined)	-5	-2	-0.52	-11	-0.9	-3	-9.8	-0.7	-6[fluorescence artefact?]
25	O=C(/C=C/c1ccc([N+](=O)[O-])cc1)c1cccnc1	5	-19	0.031	-17	-0.1	-6	-13	-0.1	8

# With a hit mark in KCC2 mod (from the list above):
cpd | Structure | MDM2 E3 inh | KCC2 mod | EBV gp42 inh | m-calpain inh | PERK inhibitor | eIF4E-4G inh
11 | N#C/C(=C\c1ccc(-c2ccccc2Cl)o1)C(=O)Nc1nc2ccccc2s1 | -5 | 6.8* | 34 | -95 | -1.1 | 10

# (cont.)
no.	structure	Rad51 HR inh	MDM2 E3 inh	KCC2 mod	EBV gp42 inh	zVAD death inh	m-calpain inh	TNF death inh	PERK inhibitor	eIF4E-4G inh
26	Cc1ccc(S(=O)(=O)NC(CC(=O)n2nc(C)cc2C)c2ccccc2)cc1 (centres undefined)	7	-9	0.37	-5	-0.1	-11	-0.4	-0.6	1
27	Cc1ccc(-c2nn(CC(=O)N(C)C)c(=O)c3ccccc23)cc1S(=O)(=O)N(C)C	15	-9	.	-9	-0.8	27	0.0	-1.4	-2
28	CCN(CC)CCN=CC1=C(O)CNC1=O	6	-18	.	-28	0.4	-16	-0.4	0.3	.
29	COc1cccc(C2=NCCc3cc4c(cc32)OCO4)c1OC	25	-4	.	-8	-0.1	-20	0.2	0.0	-5
30	CCNC(=O)/C(=C\c1ccccc1)NC(=O)/C=C/c1ccccc1	-3	2	0.86	-33	-0.1	16	0.8	0.7	0
31	COC(=O)c1sc(S(=O)(=O)NCc2ccccc2)c(C(=O)OC)c1C	-16	-2	-0.51	-12	-0.5	4	0.4	-1.4	5
32	CNC(=O)c1cccc2cccc(Sc3ccccc3C(=O)O)c12	3	-12	.	-5	-0.4	7	5.3	1.0	-3
33	COC(=O)c1ccc(CSc2nnc3c(Cl)cc(Cl)cn23)o1	2	-13	-0.3	-8	0.7	-2	-4.3	0.7	-2
34	CC(C1CC1)N(Cc1ccccc1)C(=S)Nc1ccccc1 (centres undefined)	4	-2	-0.75	-9	-0.3	-16	-0.6	0.5	-3
35	N=c1c(S(=O)(=O)c2ccc(Cl)cc2)cc2c(=O)n3ccccc3nc2n1CCN1CCOCC1	.	-17	0.71	-4	-1.6	i	2.1	-0.7	-5[fluorescence artefact?]
36	CCOCCCN1CC(C(=O)NCc2ccc3c(c2)OCO3)CC1=O (centres undefined)	5	-1	0.4	-2	2.6	-24	1.3	1.7	-2
37	CC(C)(C)OCC(O)CN1CCN(C(=O)c2ccccc2)CC1 (centres undefined)	-1	-6	-0.24	-11	1.3	26	0.0	0.2	4
38	Cc1cc(=O)[nH]c2ccc(Cl)cc12	-3	4	.	-16	-0.1	-21	0.1	1.2	4
39	COCCn1c(SCC(=O)N2CCCCC2)nc2cccnc21	.	-9	-1.3	-17	-0.1	-3	-3.0	-0.4	2[fluorescence artefact?]
40	O=C(O)c1cccc(C(=O)O)n1	3	-13	.	2	1.8	18	0.2	0.5	2
41	NC(=S)N/N=C/c1coc2ccc(O)cc2c1=O	17	-17	-0.41	-8	1.2	21	-3.3	-0.6	3
42	Cc1ccsc1/C=N/n1c(=S)[nH]nc(C)c1=O	.	-2	1.2	3	0.5	-3	0.5	0.0	6
43	FC(F)(F)c1cc(N2CCN(Cc3ccccc3)CC2)c2ccccc2n1	0	-4	-1.6	-13	1.3	-10	3.9	-0.6	1
44	O=C(CSCc1ccccc1)N=Nc1c(O)[nH]c2ccccc12	.	.	8.6*	-6	0.9	16	0.6	0.3	5
45	Cc1cc(C(=O)N/N=C/c2ccc(C)o2)c2ccccc2n1	8	1	0.33	-9	-0.7	23	-6.1	0.2	3
46	CN1C(=O)N(C)C2CC1N(C)C(=O)N2C	2	-4	1.1	-15	1.5	-18	0.2	0.9	2[fluorescence artefact?]
47	CCCc1c(C(=O)Nc2ccc(F)cc2C)cnn1-c1ccccc1	12	2	-0.71	-9	2.4	37	3.1	0.7	1
48	CCCC/C(O)=C1\C(=O)CCCC1=NCCc1c(C)[nH]c2ccc(OC)cc12	-1	-4	-0.91	7	0.1	17	2.0	-2.1	2
49	CCOC(=O)c1c(C)nc2c(c1C)c(=O)oc1ccccc12	-1	-5	-0.75	1	0.1	18	-1.8	-0.5	7
50	CCc1ccccc1N(CC)C(=O)CCc1nc(-c2ccc(C)cc2)no1	4	-62	0.86	-19	-0.9	36	-2.1	-0.4	3
51	CC(C)(C)NC(=O)CSc1nnc(-c2ccncc2)o1	.	0	0.3	-9	-0.1	0	1.7	0.7	-2
52	CN(C)c1ccc(/C=C2\C(=O)N(c3ccc([N+](=O)[O-])cc3)N=C2N2CCOCC2)cc1	.	.	0.33	.	0.5	.	-1.8	-0.3	.
53	Cc1nnc(NCCO)c2ccccc12	-2	-4	1.2	-23	0.6	-24	2.0	0.4	-2
54	CCCCNC(=S)N1CCN(c2ccccc2Cl)CC1	6	-1	-1.9	-5	1.4	2	-1.2	1.7	-1
55	Cc1ccccc1CN(c1ccc(C(=O)NCCC2=CCCCC2)cc1)S(C)(=O)=O	5	-19	0.27	-7	-0.1	16	-2.8	0.5	0

# Excerpt, compounds 47 to 52
no.	structure	Rad51 HR inh	MDM2 E3 inh	KCC2 mod	EBV gp42 inh	zVAD death inh	m-calpain inh	TNF death inh	PERK inhibitor	eIF4E-4G inh
47	CCCc1c(C(=O)Nc2ccc(F)cc2C)cnn1-c1ccccc1	12	2	-0.71	-9	2.4	37	3.1	0.7	1
48	CCCC/C(O)=C1\C(=O)CCCC1=NCCc1c(C)[nH]c2ccc(OC)cc12	-1	-4	-0.91	7	0.1	17	2.0	-2.1	2
49	CCOC(=O)c1c(C)nc2c(c1C)c(=O)oc1ccccc12	-1	-5	-0.75	1	0.1	18	-1.8	-0.5	7
50	CCc1ccccc1N(CC)C(=O)CCc1nc(-c2ccc(C)cc2)no1	4	-62	0.86	-19	-0.9	36	-2.1	-0.4	3
51	CC(C)(C)NC(=O)CSc1nnc(-c2ccncc2)o1	.	0	0.3	-9	-0.1	0	1.7	0.7	-2
52	CN(C)c1ccc(/C=C2\C(=O)N(c3ccc([N+](=O)[O-])cc3)N=C2N2CCOCC2)cc1	.	.	0.33	.	0.5	.	-1.8	-0.3	.
